Myeloid diff 2: induction of myeloid progenitor differentiation, primary screen, cell-based, flow cytometry, MLPCN library. ER-HoxA9 myeloid progenitors, lysozyme-GFP differentiation. calls only at 10 µM. 1% of 360,000 active. AID 624256, 2012;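 active = normalized GFP-positive differentiation at or above the plate's own cutoff, the solvent-only control mean plus 3 SD; inconclusive = no clear call, values can overlap the other calls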;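 note: cells exposed to compound for four days before flow analysis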
Lipid droplet: inhibitors of hepatocyte lipid droplet formation, primary screen, imaging, high-throughput imaging, BODIPY stain; AML12 mouse hepatocytes, oleate lipid droplets; inhibition, % at 6.5 µM; 0.4% of 240,000 active; AID 1656, 2009;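 active = lipid droplet intensity inhibited by at least 50%, with more than 500 cells counted; inconclusive = wells with under 300 cells, treated as cytotoxic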
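Technique: fluorescence imaging, 20x objective, two fields per well / Assay system: AML12 hepatocytes (mouse) / Measure: % inhibition of lipid droplet signal / Doses: 6.5 µM single-point dosing / Incubation: overnight exposure / Reagent: 100 µM oleic acid challenge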
T cell HTS: modulators of CD8 T cell-vesicle binding, primary screen, mouse 2C CD8+ T cells, flow cytometry; 2C CD8+ T cell-vesicle binding; stronger effect = lower value; calls only at 7 µM; 0.068% of 330,000 active;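 active = response, share of CD8 T cells binding vesicles, and their 90th percentile fluorescence all below set limits, cut at about 80% in these data, passing the limit was not always enough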
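material = purified 2C TCR transgenic mouse naive CD8+ T cells | controls = Unloaded micro-vesicles (low), QL9 vesicles with 0.7% DMSO (high) | detection = cytometric PE anti-B7-1 and Alexa647 anti-CD8 signals after 1% paraformaldehyde fixation | incubation = binding step 1.5 h, 37 °C, antibody labelling 20 min, ice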
Lipid droplet cells 6.5 µM: recorded beside Lipid droplet, whose call it bears; cell count; measured here: cell count, cytotoxicity flag;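 cells counted across two imaged fields per well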
T cell HTS vesicle-bound %: recorded beside T cell HTS, whose call it bears; double positive events, %; measured here: CD8+ vesicle-bound cell fraction;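 binding gate set so that unloaded-vesicle control wells show 10% double positive cells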
Myeloid diff 2 GFP+ MAC1+ %: further read-out of Myeloid diff 2, marked with its call; GFP+ MAC1+ double positive, %; measured here: differentiation confirmed by MAC1 staining
The depositor's hits bear a star; i = inactive; ? = inconclusive; nt = no result given. An excerpt. The share of hits here may be higher or lower than overall.

SMILES	Myeloid diff 2	Myeloid diff 2 GFP+ MAC1+ %	Lipid droplet	Lipid droplet cells 6.5 µM	T cell HTS	T cell HTS vesicle-bound %
CC(C)(C)c1ccc(C(=O)N2CCN(C(=O)c3ccco3)CC2)cc1	i	2.9	-13	811	i	35
CCN(CC)c1ccc(CNc2nnnn2C)cc1	i	1.4	-2	816	i	33
CCc1cc(C(=O)NNC(=S)NC2CCCCC2)cs1	i	1.2	11	698	i	24
N=c1c(C(=O)NCCN2CCOCC2)cc2c(=O)n3ccccc3nc2n1Cc1ccc(F)cc1	i	1.3	-23	686	i	12
COc1ccc(C)cc1NC(=O)NNS(=O)(=O)c1ccc(NC(C)=O)cc1	i	4.0	9	804	i	25
Cc1ccc(S(=O)(=O)c2cn(C)c3cc(N4CCN(C)CC4)c(F)cc3c2=O)c(C)c1	i	3.1	-7	668	i	44
O=C(CNC(=O)C1COc2ccccc2O1)N/N=C/c1cc(Br)c(O)c(Br)c1 (centres undefined)	i	1.5	8	800	i	33
COCC(=O)Nc1nc(-c2ccc(-c3ccccc3)cc2)cs1	i	0.5	48	849	i	54
COc1ccc2[nH]cc(CCNC(=O)C3CCCCC3)c2c1	i	1.1	17	827	i	67
COc1ccc(C(=O)NCc2c(C)oc(C)c2C(=O)O)cc1	i	0.7	-6	798	i	10
CCN(Cc1ccccc1)S(=O)(=O)c1cc2[nH]c(=O)c(=O)[nH]c2cc1C	i	1.5	-33	521	i	37
CCOc1cc(Cl)c(S(=O)(=O)NCc2cccnc2)cc1Cl	i	0.3	-12	797	i	60
COc1ccccc1C(=O)Nc1ccnn1C1CCN(CCCc2ccccc2)CC1	i	7.8	-4	733	i	16
CNC(C)C#Cc1c(-c2cc(OC)c(OC)c(OC)c2)noc1C (centres undefined)	i	1.4	5	876	i	31
O=C(NCc1ccc(Cl)cc1)C1CC(O)CN1S(=O)(=O)c1ccc(Cl)cc1 (centres undefined)	i	0.3	-10	829	i	29
COc1ccc(C(=O)COC(=O)CNC(=O)c2cccs2)cc1Br	i	0.5	-20	672	i	43
COc1ccc(-c2cn(Cc3ccc4ccccc4c3)nn2)cc1	i	1.0	10	795	i	33
Cc1cc(NS(=O)(=O)c2ccc(NC(=S)NC(=O)/C=C/c3ccccc3)cc2)no1	i	1.1	-8	796	i	44
CCc1ccc(OCC(=O)NCC(c2ccc(Cl)cc2)N2CCCCC2)cc1 (centres undefined)	i	0.9	-49	730	i	21
COc1ccc(OC)c(NC(=O)c2cccc(NC(=O)c3ccccc3)c2)c1	i	0.2	38	806	i	52
COc1cc(/C=N/NC(=O)CNC(=O)c2ccncc2)ccc1O	i	0.4	3	776	i	11
COc1cc(/C=C2\SC(=Nc3ccccc3OC)NC2=O)ccc1O	i	0.7	4	830	i	44
O=C(CSc1nc(O)cc(=O)[nH]1)N1CCOCC1	i	0.8	-8	714	i	32
Cn1c(CNC(=O)c2ccccc2F)nnc1SCC(=O)c1ccccc1	i	4.2	5	857	i	5
N/C(CS(=O)(=O)c1ccccc1)=N\OC(=O)c1ccc(F)cc1	i	0.9	7	888	i	12
NS(=O)(=O)c1ccc(CNC(=O)Cc2cccs2)cc1	i	0.2	4	851	i	46
Cc1ccc(CN(C)C(=O)CCc2nc3sc4c(c3c(=O)[nH]2)CCCC4)o1	?	nt	-5	830	i	12
CCN(CC)S(=O)(=O)c1ccc(C)c(NC(=O)CN2C(=O)NC3(CCCC3)C2=O)c1	i	0.4	-4	834	i	46
O=C(N/N=C/c1ccccn1)c1ccc(NC(=O)c2ccccc2Cl)cc1	i	2.9	-2	801	i	20
CCOC(=O)C1CCCN(C(=O)c2ccc3nc(-c4ccc(OC)c(OC)c4)c(-c4ccc(OC)c(OC)c4)nc3c2)C1 (centres undefined)	i	4.3	-21	641	i	54
CCN(CC(=O)Nc1ccc(OC)cc1)C(=O)CN1C(=O)NC(C)(c2ccc3ccccc3c2)C1=O (centres undefined)	i	0.0	-5	906	i	11
Cc1c(C(=O)NCCN2CCCC(O)C2)oc2c(F)cccc12 (centres undefined)	i	0.7	23	764	i	65
CC(C)Oc1ccc(/C=N/NC(=O)c2nnn(-c3nonc3N)c2CN(C)c2ccccc2)cc1	i	7.5	-1	703	i	12
COCC(C)NC(=O)c1ccc2nc(-c3ccccc3)c(-c3ccccc3)nc2c1 (centres undefined)	i	0.5	0	859	i	53
N#Cc1ccc(C(=O)Nc2cccc3ccccc23)c(F)c1	i	0.3	0	753	i	59
CCn1c(=S)sc2c(=O)n(CC(=O)Nc3ccccc3OC)c(C)nc21	i	0.5	-1	728	i	25
COc1ccc(NS(=O)(=O)c2cccc3cccnc23)cc1Cl	i	0.7	-9	854	i	18
CCCc1cc(=O)oc2cc(OCC(=O)Nc3ccccn3)ccc12	?	nt	2	694	i	26
N#CCCN1CCCN(CCC#N)CCN(CCC#N)CCCN(CCC#N)CC1	i	0.4	2	687	i	22
Clc1cnc(N/N=C/c2ccncc2)c(Cl)c1	i	0.7	-16	763	i	34

A few values from the results shown.
COc1ccc(-c2cn(Cc3ccc4ccccc4c3)nn2)cc1 in Lipid droplet shows 10
Cc1cc(NS(=O)(=O)c2ccc(NC(=S)NC(=O)/C=C/c3ccccc3)cc2)no1 in Myeloid diff 2 GFP+ MAC1+ % shows 1.1

Other records:
SMILES	Myeloid diff 2	Myeloid diff 2 GFP+ MAC1+ %	Lipid droplet	Lipid droplet cells 6.5 µM	T cell HTS	T cell HTS vesicle-bound %
COc1ccc(NC(=O)c2cc(NC(=O)C3CCCCC3C(=O)O)ccc2N2CCOCC2)cc1 (centres undefined)	i	1.1	-8	710	i	65
COc1ccc([C@@H]2[C@@H]3C(=O)N(C(C)(C)C)C(=O)[C@@H]3[C@]3(Cc4ccccc4)C(=O)N(c4ccc(Br)cc4)C(=O)N23)cc1	i	0.4	-5	768	i	15
Cc1cccn2c(=O)c3cc(C(=O)NCC4CCCO4)c(=N)n(C4CCCC4)c3nc12 (centres undefined)	i	1.4	-9	799	i	24
COc1ccc(-n2nc3c(c2NC(=O)CCCCl)CSC3)cc1	i	0.8	-4	770	i	60
Nc1c(N(Cc2ccccc2)C(=O)COc2ccc(F)cc2)c(=O)[nH]c(=O)n1Cc1ccccc1	i	1.5	5	856	i	40
O=C(COC(=O)c1cc([N+](=O)[O-])ccc1N1CCOCC1)Nc1ncc(Cl)cc1Cl	i	0.8	0	839	i	5
CCOC(=O)c1ccc(NC(=O)C2C3CCCCC32)cc1 (centres undefined)	i	0.4	-4	815	i	46
O=C(Nc1ccccc1F)c1ccc2c(c1)CCN2S(=O)(=O)c1ccccc1	i	0.0	7	752	i	29
CN1CCN(S(=O)(=O)c2ccc3c(c2)C(C)(C)C(=O)N3C)CC1	i	2.1	-2	819	i	30
COc1cccc(NC(=O)CNC(=O)[C@@H]2Cc3ccccc3CN2C(=O)OC(C)(C)C)c1	i	1.3	5	733	i	20

Exported bar-delimited: entries from further up
canonical_smiles | Myeloid diff 2 | Myeloid diff 2 GFP+ MAC1+ % | Lipid droplet | Lipid droplet cells 6.5 µM | T cell HTS | T cell HTS vesicle-bound %
COc1ccc(-n2nc3c(c2NC(=O)CCCCl)CSC3)cc1 | i | 0.8 | -4 | 770 | i | 60
CCOC(=O)c1ccc(NC(=O)C2C3CCCCC32)cc1 (centres undefined) | i | 0.4 | -4 | 815 | i | 46
COc1ccc(NC(=O)c2cc(NC(=O)C3CCCCC3C(=O)O)ccc2N2CCOCC2)cc1 (centres undefined) | i | 1.1 | -8 | 710 | i | 65
O=C(COC(=O)c1cc([N+](=O)[O-])ccc1N1CCOCC1)Nc1ncc(Cl)cc1Cl | i | 0.8 | 0 | 839 | i | 5
COc1cccc(NC(=O)CNC(=O)[C@@H]2Cc3ccccc3CN2C(=O)OC(C)(C)C)c1 | i | 1.3 | 5 | 733 | i | 20
CN1CCN(S(=O)(=O)c2ccc3c(c2)C(C)(C)C(=O)N3C)CC1 | i | 2.1 | -2 | 819 | i | 30

The listing continues.
SMILES	Myeloid diff 2	Myeloid diff 2 GFP+ MAC1+ %	Lipid droplet	Lipid droplet cells 6.5 µM	T cell HTS	T cell HTS vesicle-bound %
COc1ccc(Nc2ncnc3c2c(C)c(C)n3CCO)cc1	i	0.5	1	842	i	44
CCCCNC(=O)Cn1nc(Cc2ccncc2)c2ccccc2c1=O	i	1.1	48	692	i	27
O=C(CN1CCC(C(=O)c2ccc3c(c2)OCCO3)CC1)NCc1ccc(F)cc1	i	4.2	5	758	i	38
CCOc1ccc(/C=N/n2nnnc2N)cc1OCC	i	0.7	2	821	i	52
O=C(N=C1SC2CS(=O)(=O)CC2N1c1ccccc1F)C1CCCCC1 (centres undefined)	i	7.1	-5	719	i	20
Cc1c(Cl)cccc1NC(=S)NC1CCCC1	i	0.8	-6	817	i	49
CN1CCCC1CCNc1ccc2c(=O)c3ccccc3oc2c1 (centres undefined)	i	2.0	0	739	i	23
COc1ccccc1NC(=O)N1CCC(NC(=O)C2CCCCC2)CC1	i	0.7	-7	775	i	46
CCOC(=O)COc1coc(CN2CCN(c3cccc(Cl)c3)CC2)cc1=O	i	3.5	30	665	i	32
O=S(=O)(c1ccc(F)c(F)c1)N1CCN(c2ncccn2)CC1	i	0.5	0	809	i	49
COc1ccc(OC)c(C2C(C(=O)c3ccc(C)o3)=C(O)C(=O)N2c2cc(C)on2)c1 (centres undefined)	i	0.0	18	710	i	10
COc1ccc(CCNC(=O)CN2C(=O)NC(Cc3c[nH]c4ccccc34)C2=O)cc1 (centres undefined)	i	0.2	-3	801	i	21
COC(=O)Cc1ccc(NC(=O)c2ccc3c(c2)C(=O)N(CC2CCCO2)C3=O)cc1 (centres undefined)	i	0.8	4	822	i	8
O=C(Nc1ccccc1OC(F)F)c1cccc(S(=O)(=O)N2CCCC2)c1	i	0.0	-19	714	i	24
COc1cccc(CN(C)C(=O)CC2C(=O)NCCN2C2Cc3ccccc3C2)c1 (centres undefined)	i	0.8	-6	721	i	25
C/C(=N\NC(=O)C1CC1)c1ccc(OC(F)F)cc1OC(F)F	i	1.8	5	815	i	22
NS(=O)(=O)c1ccc(CNC(=O)CCS(=O)(=O)Cc2ccccc2)cc1	i	0.5	-7	830	i	7
COc1ccc(Cc2nnc(NC(=O)Nc3ccc(F)cc3)s2)cc1	i	0.4	4	790	i	60
CN(C)/C(=N\S(=O)(=O)c1ccccc1)c1ccc(F)cc1	i	1.1	9	860	i	56
CC(C)n1c(SCC(=O)Nc2ccc(N3CCOCC3)cc2)nnc1-c1ccco1	i	1.1	0	788	i	39
O=C(NC1CCCC1)C1CCN(C(=O)c2ccccc2Cl)CC1	i	0.5	-3	749	i	32
CC1CC(C)CN(S(=O)(=O)c2cc3c(cc2Cl)NC(=O)CO3)C1 (centres undefined)	i	3.1	-17	805	i	53
COc1ccccc1C(=O)Nc1nnc(S(=O)(=O)N2CCN(c3ccc(F)cc3)CC2)s1	i	0.4	-2	696	i	33
CCCN1C(=O)c2ccc(C(=O)Nc3cc(C)ccc3O)cc2C1=O	i	0.3	-4	847	i	16
O=S(=O)(NCc1ccccn1)C(F)(F)F	i	2.0	-11	766	i	31
Cc1noc(C(=O)N2CCN(c3ccccc3)CC2)c1Cl	i	3.6	1	781	i	26
O=C(c1ccccc1)C1CCN(C(=O)c2ccco2)CC1	i	1.4	0	808	i	25
CC(C)Oc1ccc(C(=O)OCC(=O)NCCNC(=O)COC(=O)c2ccc(OC(C)C)cc2)cc1	i	0.0	18	656	i	74
CCCc1nnc(NC(=O)c2nc(S(=O)(=O)Cc3cccc(C)c3)ncc2Cl)s1	i	0.9	23	741	i	6
COc1ccc(C(=S)N2CCOCC2)cc1OC(=O)c1ccc(C)cc1	i	1.1	5	770	i	17
CCc1ccccc1S(=O)(=O)Cc1ccc(C(=O)NCCc2ccccc2)o1	i	0.2	-25	688	i	5
O=C(CCn1c(=O)oc2cc(Cl)ccc21)Nc1ccc(O)cc1	i	0.6	-12	736	i	28
CCc1cc(=O)oc2c3c(cc(OCC(=O)NCCCCCC(=O)O)c12)OC(C)(C)CC3	i	0.7	11	777	i	21
CC(=O)N1CCN(CC(=O)Nc2ccc(C)c(F)c2)CC1	i	1.1	-1	403	i	45
O=C(N/N=C/c1ccc(O)cc1O)c1ccncc1	i	0.7	-21	794	i	49
CCOc1cc(C(=S)N2CCOCC2)cc(Br)c1OS(=O)(=O)c1ccccc1	i	0.2	-52	824	i	63
